Screening data: PubChem BioAssay, National Center for Advancing Translational Sciences (NCATS)
aGlu spleen mod: inhibitors or activators of human alpha-glucosidase in spleen homogenate; P10253; human spleen homogenate, 4-MU-alpha-glucoside fluorescence; Potency, µM (highest dose often 79.9 µM), without a hit: top-dose activity change, negative = inhibition, actives largely listed as inhibitors; hit rate 0.006% among 240,000; AID 2112;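 also: 0% = enzyme with vehicle and -100% = no enzyme basal signal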
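Human spleen homogenate (1 ug) with 4-methylumbelliferyl-alpha-D-glucopyranoside (1 mM final) in 50 mM citrate/phosphate pH 5.0, 0.01% Tween-20; 40 min at 37 C. Stopped at pH 10; 4-MU fluorescence Ex 365/Em 440 nm; AC50 by Hill fit.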
TRb-SRC2 inh: inhibitors of human thyroid hormone receptor beta-SRC2 interaction | hit rate 0.065% among 280,000 | AID 1469 | P10828 | TRbeta-SRC2 peptide binding, fluorescence polarization; receptor liganded with 1 µM T3 | Potency, µM (top dose mostly 106 µM), without a hit: top-dose activity change, negative = inhibition, usual class: inhibitors;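 also: plate controls were bound peptide for no effect and peptide without receptor for full effect; nearly all actives have a fitted effect of over 50% in size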
Target sequence (P10828 whole entry, looked up): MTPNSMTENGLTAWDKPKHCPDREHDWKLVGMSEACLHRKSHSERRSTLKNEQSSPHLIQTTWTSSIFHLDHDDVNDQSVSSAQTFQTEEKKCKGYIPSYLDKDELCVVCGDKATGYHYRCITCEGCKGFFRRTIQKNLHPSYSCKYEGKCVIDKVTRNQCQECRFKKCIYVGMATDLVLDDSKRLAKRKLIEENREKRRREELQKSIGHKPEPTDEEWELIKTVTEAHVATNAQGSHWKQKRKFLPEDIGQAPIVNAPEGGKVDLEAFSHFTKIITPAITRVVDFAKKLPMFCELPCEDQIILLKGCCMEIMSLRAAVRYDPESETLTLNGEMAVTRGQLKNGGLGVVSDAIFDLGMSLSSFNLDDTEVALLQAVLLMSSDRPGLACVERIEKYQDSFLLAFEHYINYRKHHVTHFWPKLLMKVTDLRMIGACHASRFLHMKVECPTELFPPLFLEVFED
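Human TRb LBD (0.6 uM) plus Texas Red-labeled SRC2 peptide (20 nM), 1uM T3, 5% DMSO, 5 hr at ambient temperature. Decreased polarization (555/632 nm) flags inhibition; data normalized to free and bound peptide controls.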
L3MBTL1 inh: blocks human L3MBTL1 | Q9Y468 | AlphaScreen L3MBTL1–H3K9me1 peptide binding | Potency, µM (series often up to 57.1 µM), without a hit: at the highest dose activity, negative = inhibition, usual class: inhibitors | hit rate 0.66% among 230,000 | AID 485360; also: nearly all actives have a fitted effect of over 60% in size
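AlphaScreen proximity signal between nickel-chelate acceptor and streptavidin donor beads (final 10 ug/mL) reports binding of 50 nM L3MBTL1 to 75 nM biotin-H3 K9me1 peptide; complex incubated with compounds 30 min at room temperature; cefsulodin titration as control.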
RGS12 GoLoco inh: RGS12 GoLoco-Gai1 interaction inhibition. hit rate 0.44% among 230,000. AID 880. Gai1:RGS12 GoLoco peptide FP, rhodamine, 10 min. Potency, µM (series often up to 61.6 µM), inactives show top-dose activity, negative = inhibition, most hits filed as inhibitors. P63096; active = well fitted inhibition curve with a large enough effect, not every such curve was filed as active; inactive = no such curve, though single readings can be large or run the other way; also: nearly all actives have a fitted effect of over 30% in size; many of its hits are not listed in these tables
GAA inhib: inhibitors of human lysosomal alpha-glucosidase; purified human GAA, 4-MU-alpha-glucoside fluorescence; hit rate 0.005% among 200,000; P10253; Potency, µM (top dose mostly 76.9 µM), for the others: at the top dose activity change, negative = inhibition, actives largely listed as inhibitors;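 also: plate controls were uninhibited enzyme wells for no effect and no-enzyme background for full effect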
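qHTS format, compound range up to 77 uM. Human lysosomal enzyme at 4 nM, 400 uM 4-MU glucoside substrate, pH 5.0, 20 min room temperature; fluorescence after alkaline stop gives activity normalized to controls.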
GAA glycogen mod: inhibitors or activators of human alpha-glucosidase glycogen cleavage | P10253 | recombinant GAA, glycogen substrate, Amplex Red glucose oxidase fluorescence | Potency, µM (titrated, usually from 76.4 µM), without a hit: at the highest dose activity change, negative = inhibition, most hits filed as inhibitors | hit rate 0.38% among 300,000 | AID 2100;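 also: 0% = full enzyme reaction and -100% = no-enzyme basal signal; the screen sought inhibitors and activators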
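Recombinant human alpha-glucosidase (4 nM final) hydrolysed bovine liver glycogen (30 ug) for 40 min at 37 C in pH 5.0 citrate/phosphate with 0.01% Tween-20. Released glucose detected by glucose oxidase/Amplex Red, Ex 573/Em 610 nm. Compounds up to 77 uM; AC50 from Hill fits.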
RECQ1 helicase: inhibitors of human RECQ1 DNA helicase; P46063; RECQ1 DNA unwinding, red fluorescence kinetic read; Potency, µM (doses to about 57.3 µM), inactives show at the top dose activity, negative = inhibition, actives largely listed as inhibitors; hit rate 0.54% among 240,000; AID 2549;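 also: plate controls were vehicle for no effect and no enzyme for full effect; nearly all actives have a fitted effect of over 30% in size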
Target sequence (P46063 whole entry, looked up): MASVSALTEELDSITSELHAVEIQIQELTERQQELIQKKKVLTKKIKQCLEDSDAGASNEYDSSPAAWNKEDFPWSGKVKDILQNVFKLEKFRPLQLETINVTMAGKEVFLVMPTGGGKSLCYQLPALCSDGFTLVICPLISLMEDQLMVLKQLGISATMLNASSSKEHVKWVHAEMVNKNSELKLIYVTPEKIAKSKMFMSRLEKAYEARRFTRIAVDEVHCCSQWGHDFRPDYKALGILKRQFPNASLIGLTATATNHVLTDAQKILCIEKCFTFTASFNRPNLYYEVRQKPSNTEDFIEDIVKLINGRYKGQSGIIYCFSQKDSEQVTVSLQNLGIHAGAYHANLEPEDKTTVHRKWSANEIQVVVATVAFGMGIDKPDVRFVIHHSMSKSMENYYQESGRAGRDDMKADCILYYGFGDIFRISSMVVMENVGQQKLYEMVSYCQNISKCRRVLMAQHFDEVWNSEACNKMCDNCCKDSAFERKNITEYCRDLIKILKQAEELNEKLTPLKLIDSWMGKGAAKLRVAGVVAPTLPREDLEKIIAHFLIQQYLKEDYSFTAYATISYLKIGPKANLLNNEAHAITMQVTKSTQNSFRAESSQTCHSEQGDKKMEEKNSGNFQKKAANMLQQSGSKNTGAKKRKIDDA
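50 nM RECQ1T1 preincubated 15 min with compound in Tris pH 8.0 buffer with MgCl2, DTT, Tween-20 and 2.5 ug/ml poly(dI-dC); started with 200 nM TAMRA/BHQ-2 forked duplex and 2 mM ATP. Unwinding read as fluorescence (525/598 nm), two reads 2 h apart.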
TR SRC2 fluor cs: alters Texas Red total fluorescence, flagging assay interference. hit rate 0.29% among 280,000. Potency, µM (top dose mostly 106 µM), without a hit: at the top dose fluorescence change, negative = quenching. TRb/SRC2 Texas Red total fluorescence interference. AID 1479; active = well fitted curve in either direction with a large enough effect; inconclusive = small, poorly fitted or top-dose-only effect
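Flags fluorescent or light-absorbing compounds by total fluorescence, S + 2P, at 555 nm excitation and 632 nm emission. Mixture: 20 nM Texas Red SRC2 peptide, 0.6 uM human TRb LBD, 1 uM T3, 5% DMSO; compound exposure 5 h at ambient temperature.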
An asterisk follows results filed as active; i = inactive; u = inconclusive; x = no result given; [ ] = another dose, or the depositor's remark. Unless noted, calls follow the shape of the dose curve; as a rule, active = well fitted curve in the direction sought with a large enough effect; inconclusive = small, poorly fitted or top-dose-only effect, or another doubt; inactive = no such curve, though single readings can be large; an effect the other way counts as inactive or inconclusive. Unless noted, % is scaled to controls: 0 for no effect and ±100 for the full control effect; potency is read from the fitted curve at half-maximal effect. The list is partial. The share of hits here may be higher or lower than overall.

SMILES	aGlu spleen mod	TRb-SRC2 inh	L3MBTL1 inh	RGS12 GoLoco inh	GAA inhib	GAA glycogen mod	RECQ1 helicase	TR SRC2 fluor cs
CCC(C)(C(=O)NC1CCCC1)N(C(=O)c1cnccn1)c1c(C)n(C)n(-c2ccccc2)c1=O (centres undefined)	0%	0%	4%	4%	-2%	2%	-7%	-2%
CCn1c(SCC(=O)Nc2cccc(NC(C)=O)c2)nnc1C(C)C	-7%	-20%	-28%[11.4 µM]	3%	-8%	2%	i	2%
Cc1ccc(-c2csc(NC(=O)c3cccc([N+](=O)[O-])c3)n2)cc1	-1%	4%	-9%	-7%	-8%	1%	-10%	1%
CNC(=S)N/N=C/c1c(C)nn(-c2ccc(F)cc2)c1Cl	0%	-1%	2%	3%	10%	3%	i	-2%
CC(C)(C)/C(Cn1cncn1)=N\OC(=O)Nc1ccc(Cl)cc1	-20%	4%	-2%	7%	3%	13%	-1%	0%
CCCCC(=O)Nc1ccc(NC(=O)c2ccc([N+](=O)[O-])cc2)cc1OC	6%	-4%	-1%	11%	-1%	5%	-2%	1%
CCCCn1c(=O)[nH]c(=O)c2c1nc(-c1ccc(OCCC)c(OCC)c1)n2CCOC	-3%	-4%	-3%	-1%	u	12%	0%	1%
COC(=O)c1c(C)oc(C)c(C(=O)OC)c1=O	1%	7%	-9%	-5%	-2%	-4%	-9%	5%
CC1CCN(C(=O)c2cc(Cl)nc3ccccc23)CC1	-7%	2%	8%	7%	-3%	11%	-6%	-5%
Cc1cc2oc(=O)c3c(c2cc1OC(=O)c1ccco1)CCCC3	-2%	0%	1%	14%	-6%	1%	i	2%
O=C(CSc1ccccn1)Nc1ccc2c(c1)C(=O)c1ccccc1C2=O	-6%	1%	-3%	-1%	-2%	-4%	-1%	-14%
O=C(NCc1ccc(C(F)(F)F)cc1)C1CC(c2ccccc2[N+](=O)[O-])=NO1 (centres undefined)	-1%	0%	-4%	5%	-3%	-2%	i	-2%
O=[N+]([O-])c1cccc(-c2nnc3c4ccccc4c4ccccc4n23)c1	-2%	8%	x	4%	-7%	0%	-2%	0%
CC(=O)Oc1ccc(/C=N/NC(=S)Nc2ccccc2)cc1	-1%	5%	2%	12%	-1%	-5%	i	1%
C/C(=N\Nc1ccc2nncn2n1)c1cccs1	-1%	-5%	5%	6%	-18%	-30%	-7%	-2%
CC1CC(N(C(=O)C2CC2)c2ccccc2)c2ccccc2N1C(=O)C1CC1 (centres undefined)	-3%	2%	0%	7%	-1%	2%	8%	0%
COc1ccc(N=C2NC(=O)/C(=C\C=C\c3ccco3)S2)cc1	-4%	2%	32µM*	23%	-10%	7%	u	-27%
CCCc1nnc(NC(=O)CC(=O)OCC)s1	1%	10%	0%	x	-1%	-7%	-3%	1%
Cc1ccccc1C(=O)NNC(=O)Nc1ccccc1	2%	2%	1%	8%	4%	3%	-10%	0%
CNC(=O)COc1ccc(S(=O)(=O)Nc2ccc(C)cc2)cc1	5%	-4%	x	8%	x	3%	-12%	-2%
Cc1cc(-c2nn(-c3ccccc3F)cc2CN2CCN(c3ccncc3)CC2)c(C)s1	4%	-3%	-29%	10%	-3%	9%	-1%	-9%
Cc1ccc(S(=O)(=O)NCCc2ccccc2)cc1	-11%	-7%	x	6%	1%	-6%	i	1%
Cc1cc(C)c2[nH]c(=O)c(CN(CC3CCCO3)C(=S)NCc3ccco3)cc2c1 (centres undefined)	-9%	2%	-3%	6%	-4%	6%	-4%	-2%
CC(=O)Nc1nonc1NC(=O)CSc1ccccn1	1%	-2%	0%	x	-3%	3%	-1%	-2%
CN(C)CCNC(=O)c1onc(CSc2ccc(F)c(F)c2)c1C(=O)NCCN(C)C	-6%	-7%	x	6%	x	3%	-2%	-1%
CCN(CC)C(=O)CSc1nnc(-c2cccc(OC)c2)o1	-1%	-11%	x	9%	u	0%	i	2%
COC(=O)C1=NN(N=O)C2(CC(=O)N(c3cc(C)cc(C)c3)C2=O)C1 (centres undefined)	10%	-10%	x	50%[activator]	-7%	6%	21%	-2%
COc1ccc(-c2nc3ncccn3c2Nc2ccc3c(c2)OCCO3)cc1	0%	-13%	x	3%	-2%	u	i	2%
O=[N+]([O-])c1cc(-c2nnc(-c3ccccc3)o2)ccc1Oc1ccc(Cl)cc1	-1%	1%	3%	6%	3%	18%	-6%	1%
Cc1ccc(S(=O)(=O)/N=C2\CN(C)C(=O)N2C)cc1	-1%	-4%	-2%	-2%	2%	-23%	-11%	-1%
O=C(NCCOc1ccccc1)C(=O)NCC1CCCO1 (centres undefined)	-2%	7%	3%	-5%	-10%	17%	5%	-1%
O=C(Cn1nc(-c2ccccc2)c2ccccc2c1=O)Nc1ccc(F)cc1	4%	0%	12%	8%	x	4%	-10%	-4%
OCc1ncccc1O	6%	-6%	29%	2%	u	11%	-8%	-4%
CCOC(=O)c1cc(CC)sc1NC(=O)CC1SC(N)=NC1=O (centres undefined)	8%	1%	8%	-11%	-4%	-5%	-3%	-3%
Cc1ccc(NC(=O)CCC(=O)OCc2ccc(Br)cc2)cc1	-10%	-4%	11%	-2%	7%	-3%	-3%	0%
COc1ccc(-c2[nH]ncc2CNCc2cc(C)n(C)n2)c(F)c1	11%	-8%	0%	16%	3%	-3%	i	-6%
CC(c1ccccc1)n1cc(C(=O)NCc2cccnc2)nn1 (centres undefined)	1%	5%	x	4%	1%	-1%	i	2%
CCCCNC(=O)NS(=O)(=O)c1ccc(CO)cc1	1%	-2%	x	x	x	x	-8%	1%
O=C(c1cc2nc(-c3ccco3)cc(C(F)(F)F)n2n1)N1CCN(c2ccccc2)CC1	-5%	-4%	-9%	9%	-8%	-5%	12%	-2%
Cc1cc(C)cc(N2C(=O)C3C4C=CC(C4)C3C2=O)c1 (centres undefined)	-7%	1%	x	4%	-10%	3%	5%	1%
Clc1ccc(OCCCCN2CCc3ccccc3C2)cc1	3%	8%	43%[activator]	13%	-5%	21%	i	-1%
CCOc1cc2c3c(c1)C(C)=CC(C)(C)N3C(=O)C2=O	5%	-3%	-4%	8%	9%	-2%	20%	-5%
CCSc1ccccc1C(=O)Nc1ccc([N+](=O)[O-])cc1OC	2%	5%	-11%	-7%	5%	18%	i	-1%
O=C(Nc1ccn(Cc2ccccc2F)n1)c1ccc(COc2ccc(Cl)cc2Cl)o1	5%	7%	-6%	x	2%	u	-8%	-4%
Cc1ccc(S(=O)(=O)N2CCC(C(=O)Nc3nnc(-c4ccco4)s3)CC2)cc1	3%	3%	x	10%	-2%	3%	i	-4%
COc1ccccc1CN(C)C(C)C(=O)Nc1cccc(C(C)=O)c1 (centres undefined)	6%	6%	-2%	3%	-3%	0%	i	-3%
Cc1nn(CCOc2ccccc2)c(=O)n1-c1cccc(F)c1	-11%	-1%	3%	-5%	-13%	0%	-4%	-7%
Cc1c(OCc2nn[nH]n2)ccc2c3c(c(=O)oc12)CCCC3	2%	-1%	-2%	17%	u	1%	i	3%
CCOC(=O)c1c(/N=C/C2=C(O)CCCC2=O)sc2c1CCCC2	-4%	u	-5%	16%	x	-22%	-29%	u
O=C(c1ccc(Cl)c(S(=O)(=O)NCc2ccco2)c1)N1CCN(c2ccccc2F)CC1	0%	7%	x	10%	5%	1%	i	0%

Three structures from above, arranged by heavy-atom count, ascending:
SMILES	aGlu spleen mod	TRb-SRC2 inh	L3MBTL1 inh	RGS12 GoLoco inh	GAA inhib	GAA glycogen mod	RECQ1 helicase	TR SRC2 fluor cs
CCOc1cc2c3c(c1)C(C)=CC(C)(C)N3C(=O)C2=O	5%	-3%	-4%	8%	9%	-2%	20%	-5%
Cc1c(OCc2nn[nH]n2)ccc2c3c(c(=O)oc12)CCCC3	2%	-1%	-2%	17%	u	1%	i	3%
O=C(c1ccc(Cl)c(S(=O)(=O)NCc2ccco2)c1)N1CCN(c2ccccc2F)CC1	0%	7%	x	10%	5%	1%	i	0%

Additional compounds follow.
SMILES	aGlu spleen mod	TRb-SRC2 inh	L3MBTL1 inh	RGS12 GoLoco inh	GAA inhib	GAA glycogen mod	RECQ1 helicase	TR SRC2 fluor cs
CN(C)C(=O)NC(Nc1cccc([N+](=O)[O-])c1)C(Cl)(Cl)Cl (centres undefined)	-4%	2%	x	-9%	-7%	0%	-1%	4%
O=[N+]([O-])c1ccc(C2=Nn3cnnc3SC2)cc1	-1%	-4%	x	6%	x	3%	17%	0%
OC[C@@H]1[C@@H](c2ccccc2)C(c2cccc(Cl)c2)=NN1c1ccccc1	28%[119 µM]	-2%	90%[activator]	14%[88.7 µM]	x	x	32µM*	-6%
O=C(COC(=O)c1cccc(Br)c1)NCCC1=CCCCC1	-8%	2%	-16%	-3%	-6%	2%	-4%	-2%
Cc1ccccc1-n1ncc(C(C)NC(=O)c2ccccc2)c1C (centres undefined)	-2%	10%	-10%	7%	u	14%	15%	0%
COC(=O)COc1ccc(-n2cnnn2)cc1	-4%	-8%	-3%	2%	-2%	-17%	-6%	1%
O=C(CN1CCN(Cc2ccc(F)cc2Cl)C1=O)NCc1cccs1	-9%	-9%	x	-1%	3%	11%	-16%	-3%
Cc1[nH]c2ccc(F)cc2c1CCN(Cc1ccncc1)C(=S)Nc1ccccc1	-8%	-8%	x	8%	-10%	-7%	-3%	-2%
Cc1ccc(N=C2NC(=O)S/C2=C\c2ccco2)cc1	-3%	6%	25µM*	-8%	-1%	5%	-8%	12%
O=C(COC(=O)CCc1c[nH]c(=O)[nH]1)Nc1cccc(Cl)c1	0%	-23%	5%	5%	-15%	-1%	-6%	2%
CCC(C)(C(=O)NC1CCCC1)N(Cc1ccco1)C(=O)c1ccccn1 (centres undefined)	-16%	-6%	-3%	4%	8%	6%	6%	-1%
S=C(NCc1ccco1)N/N=C/c1cccnc1	-6%	-5%	-6%	4%	x	3%	14%	-8%
